# Compound activity (PubChem BioAssay)
# Bcl-xL primary: blocks human Bcl-xL binding to Bim BH3 peptide; hit rate 0.7% among 320,000; Q07817; AID 2129; inhibition, % at 10.9 µM; GST-Bcl-xL / FITC-Bim BH3 peptide fluorescence polarization;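 active = inhibition above the mean of all tested compounds plus 3 SD, cutoff set per campaign, cut at about 30% in these data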;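 note: 0% = DMSO wells and 100% = unlabeled Bim-BH3 peptide competitor; inhibitors lower millipolarization by displacing the labeled peptide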
# Target sequence (Q07817 whole entry, looked up): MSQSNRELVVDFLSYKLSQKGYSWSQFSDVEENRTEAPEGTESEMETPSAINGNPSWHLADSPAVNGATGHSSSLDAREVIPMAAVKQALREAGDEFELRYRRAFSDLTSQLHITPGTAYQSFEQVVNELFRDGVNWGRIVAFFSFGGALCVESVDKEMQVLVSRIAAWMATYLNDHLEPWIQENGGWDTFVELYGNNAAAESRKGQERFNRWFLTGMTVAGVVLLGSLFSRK
# MEX-5 binding: C. elegans MEX-5 TCR-2 RNA binding activity. Q9XUB2. MEX-5/FITC-TCR2 RNA binding, fluorescence polarization; stronger effect = lower value. activity score (negative = inhibition of binding), % at 10 µM. hit rate 0.38% among 300,000. AID 1832;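 active = inhibition past about -25% in most replicates, and total fluorescence under double the plate's negative control median, limit read from the data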;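 note: 0% = DMSO and -100% = 5 µM competing unlabeled TCR2 RNA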
# GLD-1 RNA inh: GLD-1-TGE RNA interaction inhibition (C. elegans); Q17339; purified GLD-1 + fluorescein TGE RNA, fluorescence polarization; hit rate 0.44% among 320,000; inhibition, % at 5.96 µM;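 active = percent inhibition above a per-plate cutoff, the plate mean of test compounds plus 3 SD, cut at about 30% in these data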;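 note: 0% = DMSO wells with GLD-1 and probe and 100% = wells lacking GLD-1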
# CIT2 TOR yeast: alters CIT2-GFP fluorescence in TOR pathway yeast screen. S. cerevisiae CIT2-GFP strain, flow cytometry, 3 h; 100 means same as DMSO wells. GFP response vs DMSO, % at 10 µM. hit rate 0.065% among 320,000;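 active = GFP response relative to DMSO above a set limit, near the screen mean plus 3 SD, cut at about 150% in these data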;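 note: ratio of well median GFP fluorescence to mean of DMSO wells on the plate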
# GRK2 inh: blocks RNA aptamer binding to human GRK2; P25098; bead flow cytometry, FAM-aptamer displacement from GRK2; inhibition of aptamer binding, % at 10 µM; hit rate 0.59% among 330,000; AID 488847;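 active = inhibition of aptamer binding above 40%, roughly 3 SD of noise, on plates passing a quality check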;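 note: median bead fluorescence of bound FAM aptamer so fluorescent compounds give negative values; no value below 0 was filed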
# Target sequence (P25098 whole entry, looked up): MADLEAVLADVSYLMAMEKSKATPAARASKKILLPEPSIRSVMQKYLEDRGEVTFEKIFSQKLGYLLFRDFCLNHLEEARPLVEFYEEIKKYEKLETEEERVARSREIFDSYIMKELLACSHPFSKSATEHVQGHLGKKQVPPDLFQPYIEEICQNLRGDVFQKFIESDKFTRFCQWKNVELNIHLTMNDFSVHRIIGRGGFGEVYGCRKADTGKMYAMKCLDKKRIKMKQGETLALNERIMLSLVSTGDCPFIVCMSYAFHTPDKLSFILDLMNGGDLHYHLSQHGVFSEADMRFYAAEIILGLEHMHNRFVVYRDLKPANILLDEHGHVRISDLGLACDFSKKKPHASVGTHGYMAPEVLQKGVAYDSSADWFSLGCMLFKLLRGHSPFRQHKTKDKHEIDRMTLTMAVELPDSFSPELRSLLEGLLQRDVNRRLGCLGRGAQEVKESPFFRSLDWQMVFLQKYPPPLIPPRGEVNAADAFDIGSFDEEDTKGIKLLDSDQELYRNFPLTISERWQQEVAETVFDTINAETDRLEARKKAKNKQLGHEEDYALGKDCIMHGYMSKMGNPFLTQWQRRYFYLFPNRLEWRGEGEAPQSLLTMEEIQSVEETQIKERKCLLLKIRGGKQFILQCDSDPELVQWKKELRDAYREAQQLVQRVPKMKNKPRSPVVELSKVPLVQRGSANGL
# AGP1-GFP MLPCN: modulators of TOR pathway AGP1-GFP in S. cerevisiae | S. cerevisiae AGP1-GFP multiplex flow cytometry, 3 h; GFP as percent of DMSO wells | GFP response vs DMSO, % at 10 µM | hit rate 0.02% among 320,000 | AID 2066;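 active = GFP response relative to DMSO above a set limit, near screen average plus 3 SD, cut at about 150% in these data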;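 note: median GFP channel fluorescence of the gated AGP1 strain per well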
# Yeast superoxide: caloric restriction mimetics inhibiting age-related superoxide in yeast. hit rate 0.18% among 330,000. superoxide response (% of plate mean), % at 10 µM. AID 2690. S. cerevisiae aged cells, superoxide DHE fluorescence; stronger effect = lower value;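 active = superoxide response under a set limit, about three screen SD below normal, cut at about 65% in these data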;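 note: yeast aged for seven days with compound at 30 °C before DHE staining; 100% = average MFI of all compound-treated wells on the plate with controls excluded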
# VLA-4 inh: inhibition in a human VLA-4 binding assay; inhibition, % (about 7 µM as worked out from the volumes in the protocol); VLA-4 expressing cells, ligand binding flow cytometry; AID 2557; hit rate 0.2% among 330,000; in the data active = inhibition above about 50%
# MCL1 BIM primary: disrupts human MCL1 binding to BIM-BH3 peptide. GST-MCL1 / FITC-Bim-BH3 fluorescence polarization. inhibition, % at 10.9 µM. hit rate 0.68% among 320,000. AID 2057;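 active = inhibition above the mean inhibition of all tested compounds plus 3 SD, set per campaign, cut at about 40% in these data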;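 note: 0% = DMSO wells and 100% = unlabeled Bim-BH3 peptide control; higher means more loss of mP so more displacement of Bim peptide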
# * hit, by the source's call; nt = no result given; [ ] = remark or other dose.
No.	SMILES	Bcl-xL primary	Yeast superoxide	CIT2 TOR yeast	MEX-5 binding	AGP1-GFP MLPCN
1	COC(=O)C1CC(=O)N(Cc2ccccc2)C1 (centres undefined)	5	101	96	-1.0	99
2	Cc1ccc(C(=O)Nc2ccc(Cl)cn2)cc1S(=O)(=O)N1CCOCC1	9	106	92	2.0	97
3	CC(C)CN(C(=O)COC(=O)CNC(=O)c1ccccc1F)C1CCS(=O)(=O)C1 (centres undefined)	2	83	89	-2.0	97
4	CCOC(=O)C1=C(O)/C(=C/c2cn(CC(=O)NCC3CCCO3)c3ccccc23)SC1=Nc1ccc(C)cc1 (centres undefined)	81*	87	97	nt	88
5	O=C(NC1=NCCS1)c1sc2cc(Cl)cc(Cl)c2c1Cl	-4	101	92	0.1	98
6	OCCCn1c(C(CO)Nc2nc(-c3ccc(Cl)cc3)cs2)nc2ccccc21 (centres undefined)	5	95	84	-0.1	84
7	Cc1cccc(NC(=O)c2nc[nH]c2C(=O)N[C@H](C)c2ccccc2)c1	-4	137	89	nt	96
8	COCCNC(=O)C1CC2Cn3c(nc4cc(Cl)c(Cl)cc43)C2N1C (centres undefined)	3	104	104	2.4	102
9	O=C(CSc1nnc(-c2cccnc2)n1CCN1CCCCC1)Nc1cccc(Cl)c1	0	91	99	0.8	91
10	COc1cc(OC)cc(C(=O)NCC2CCCN(C(=O)c3csc(C(C)C)n3)C2)c1 (centres undefined)	nt	98	92[may fluoresce red]	-1.9	84[may fluoresce red]
11	CCOC(=O)Cc1csc(SCc2nc3ccccc3c(=O)[nH]2)n1	12	87	104	-3.8	108
12	Cc1[nH]n(-c2ccccc2)c(=O)c1C1(C(F)(F)F)C(=O)N(c2ccccc2)C2=C1C(=O)CC(C)(C)C2 (centres undefined)	0	90	86	-1.4	95

No.	GLD-1 RNA inh	VLA-4 inh	GRK2 inh	MCL1 BIM primary
1	7	5	0	4
2	3	1	4	9
3	-6	-8	0	0
4	-28	-10	2	77*
5	4	28	0	7
6	1	2	6	1
7	10	19	0	0
8	-4	22	0	9
9	5	6	0	3
10	nt	7	0	nt
11	13	-9	14	16
12	5	7	0	5

# New compounds follow.
No.	SMILES	Bcl-xL primary	Yeast superoxide	CIT2 TOR yeast	MEX-5 binding	AGP1-GFP MLPCN
13	O=C(O)CN1C(=O)/C(=C2\C(=O)N(Cc3ccccc3Cl)c3ccccc32)SC1=S	11	99	93	-2.8	95
14	CCOc1cc(C#N)c(NC(=O)c2cccnc2)cc1OCC	2	102	88	0.0	91
15	Nc1ccc(C(=O)OCc2nc3ccccc3s2)cc1	3	98	89	-0.2	88
16	Cc1cccc(/C=N/NC(=O)c2cc(Br)ccc2OCc2ccccc2)n1	-2	110	104	-0.9	100
17	COc1ccc(-c2ccc(C#N)c(OC(=O)c3c(Cl)cccc3Cl)n2)cc1	0	106	96	2.5	102
18	COc1cccc(CN2C[C@]34C=C[C@@H](C[C@@H]3S2(=O)=O)O4)c1	4	90	110	0.3	100
19	CCOC(=O)C(C)Oc1cccc2c(=O)n(CC(=O)N3CCc4ccccc43)ccc12 (centres undefined)	1	87	90	1.5	100
20	O=C(NC1(C(=O)NC2CCCC2)CCCCC1)c1ccc2c(c1)OCO2	4	84	102	-2.8	100
21	CN(CC(=O)Nc1ccc(F)c(F)c1F)C(=O)c1nn(Cc2ccccc2)c(=O)c2ccccc12	nt	103	101	nt	92
22	CCCCc1cc(=O)oc2c(C)c(OCC(=O)NCc3ccccn3)ccc12	4	111	104	-5.6	99
23	CC(OC(=O)Cc1ccc(F)cc1)C(=O)NCc1ccc2c(c1)OCO2 (centres undefined)	-3	91	103	1.8	100
24	COCCn1c(Br)nc2c1c(=O)n(C)c(=O)n2C	3	97	94	-0.1	102

No.	GLD-1 RNA inh	VLA-4 inh	GRK2 inh	MCL1 BIM primary
13	0	3	7	19
14	3	-3	1	5
15	-1	23	0	-1
16	9	17	0	-1
17	-5	-1	10	-1
18	7	6	2	4
19	2	22	3	5
20	6	7	3	4
21	8	-4	1	nt
22	-1	8	1	7
23	-1	1	1	-2
24	-2	10	0	-1

# Additional structures.
No.	SMILES	Bcl-xL primary	Yeast superoxide	CIT2 TOR yeast	MEX-5 binding	AGP1-GFP MLPCN
25	O=C(CSc1nc2cc(C(=O)O)ccc2c(=O)n1-c1ccc(F)cc1)Nc1ccc(F)c(F)c1F	5	102	100	-0.6	102
26	N#Cc1ccc(Oc2ncccn2)cc1	0	105	101	nt	111
27	CC(=O)C1=C(O)C(=O)N(Cc2cccnc2)C1c1ccccc1Cl (centres undefined)	0	108	102	-2.2	103
28	O=S(=O)(Nc1cc(Cl)ccc1-n1cncn1)c1ccc(F)cc1	4	117	95	nt	95
29	CCN(Cc1ccccc1)C(=O)CCc1nc(-c2ccc(C)cc2)no1	-1	116	87	3.2	94
30	CCOc1ccc(-c2ccc(C=O)o2)c([N+](=O)[O-])c1	6	113	86	-2.4	87
31	Cc1ccc(C(=O)CSc2nc(C(C)C)nc3ccccc23)cc1	3	128	88	2.2	96
32	COc1ccc(NC(=O)COC(=O)CCCc2c[nH]c3ccccc23)cc1OC	-3	89	92[may fluoresce red]	1.5	84[may fluoresce red]
33	CNC(=O)NC(=O)COC(=O)c1n[nH]c2ccccc12	-2	84	102	-0.5	102
34	O=C1COc2ccc(C(=O)c3ccccc3C(=O)NCc3ccco3)cc2N1	6	103	90	1.1	100
35	COc1ccc(S(=O)(=O)Nc2ccccc2C(=O)N2CCOCC2)cc1Cl	-1	114	94	-0.2	98
36	CSc1nsc(SCC(=O)Nc2ccc(F)cc2)n1	4	98	109	0.3	102

No.	GLD-1 RNA inh	VLA-4 inh	GRK2 inh	MCL1 BIM primary
25	5	5	2	-8
26	-1	-5	4	-8
27	2	20	0	-2
28	-2	-3	2	10
29	-1	2	1	-5
30	-1	21	5	-3
31	5	4	0	5
32	8	-3	2	-1
33	1	-3	45*	4
34	1	5	1	4
35	-5	-1	0	1
36	-3	0	8	10

# Carrying on:
No.	SMILES	Bcl-xL primary	Yeast superoxide	CIT2 TOR yeast	MEX-5 binding	AGP1-GFP MLPCN
37	OCC1(CCc2ccccc2)CCN(Cc2ccc3nsnc3c2)CC1	8	100	97	1.6	94
38	CCCCCNC(=O)C(=O)C1C(=O)Nc2ccccc21 (centres undefined)	-1	56*	72	2.7	90
39	Cc1nc(-c2coc3cc(OCC(=O)O)ccc3c2=O)cs1	7	85	110	2.8	104
40	Cc1cc(-c2nnc(SCC(=O)Nc3nc(-c4ccccc4)cs3)o2)no1	2	105	105	-7.1	111
41	COc1ccc(NC(C)C(=O)Nc2ccc(C#N)cc2)cc1Cl (centres undefined)	2	88	105	-1.3	109
42	CC(=O)c1cccc(NC(=O)NC(C)c2ccc3c(c2)OCO3)c1 (centres undefined)	2	100	92	-1.1	92
43	O=C(c1ccc(-c2ccccc2)cc1)N1CCN(c2ccccn2)CC1	4	92	93	-1.8	81
44	Cc1ccc(SCC(=O)NNC(=O)C2CCCCC2)cc1	-1	112	97	-1.5	97
45	Cc1cc(C)cc(NC(=S)NC2CC3CCCC(C2)N3C2CCCC2)c1 (centres undefined)	2	93	102	1.4	105
46	S=C(Nc1ccc2cn[nH]c2c1)Nc1ccc(Cl)cc1Cl	15	106	95	0.8	103
47	CCCCn1c(Cc2ccccc2)nnc1SCC(=O)Nc1cc(C)on1	-3	130	94	nt	99
48	CCOc1ccc(S(=O)(=O)Nc2ccc(C(=O)N3CC(C)OC(C)C3)cc2)cc1 (centres undefined)	4	94	96	2.6	111

No.	GLD-1 RNA inh	VLA-4 inh	GRK2 inh	MCL1 BIM primary
37	4	21	0	3
38	3	7	0	-3
39	4	5	2	5
40	-4	4	0	4
41	-1	1	0	0
42	1	-4	0	1
43	-4	15	13	-2
44	1	1	1	1
45	7	-6	0	6
46	-2	-6	4	11
47	4	1	1	-1
48	6	16	1	1

# Next section.
No.	SMILES	Bcl-xL primary	Yeast superoxide	CIT2 TOR yeast	MEX-5 binding	AGP1-GFP MLPCN
49	O=C(O)CSCC(=O)N1CCN(S(=O)(=O)c2cc(Cl)cc(Cl)c2)CC1	1	103	101	0.3	109
50	COc1ccc(OC)c(NC(=O)CCS(=O)(=O)c2cc3c(cc2C)NC(=O)CO3)c1	-1	117	111	-0.8	103
51	CCc1cccc(NC(=O)C2CCN(S(=O)(=O)c3c(C)noc3C)CC2)c1	4	103	97	2.8	101
52	CC(=NNS(=O)(=O)c1cccc([N+](=O)[O-])c1)c1ccc(-n2ccnc2)cc1	nt	135	85	nt	90
53	COc1cccc2cc(C(=O)N(Cc3cccs3)CC3CCCO3)c(=O)oc12 (centres undefined)	7	100	97	1.9	96
54	COc1ccc(Cn2c(=O)[nH]c3cc(C(=O)N4CCN(c5ccccc5OC)CC4)ccc3c2=O)cc1	6	111	96	0.4	101
55	Cc1ccc(Cl)cc1N(Cc1ccc(C(=O)NCc2cccnc2)cc1)S(=O)(=O)c1ccccc1	4	86	95	nt	94
56	Cc1cccc(C(=O)Nc2cccc(Br)c2)c1[N+](=O)[O-]	0	111	96	-0.1	91
57	CCOC(=O)c1cc(-c2ccccc2)n(CC(=O)Nc2ccc(OCC)cc2)c1C	-4	106	nt	-0.4	nt
58	Cc1ccc(Cn2nnc3c(=O)n(Cc4cc(C)ccc4C)cnc32)cc1	5	97	98	1.8	98
59	COc1cccc(/C=C/C(=O)OCC(=O)Nc2ccc3[nH]c(=O)[nH]c3c2)c1OC	4	102	101	2.3	100
60	Cc1cc(C(=O)N2CCN(S(=O)(=O)c3ccccc3)CC2)c(C)o1	4	96	102	2.0	105
61	Cc1ccc(S(=O)(=O)CCC(=O)N(CCN2CCOCC2)c2nc3ccccc3s2)cc1	3	91	99	-0.1	108
62	Cc1nnc(NC(=O)c2ccc(S(=O)(=O)C(F)F)cc2)s1	0	99	90	1.0	102
63	O=S(=O)(c1cc(O)ccc1O)c1cccc2c(S(=O)(=O)c3cc(O)ccc3O)cccc12	9	102	93	-3.5	93

No.	GLD-1 RNA inh	VLA-4 inh	GRK2 inh	MCL1 BIM primary
49	6	2	1	4
50	10	25	0	5
51	-5	24	6	-8
52	6	27	0	nt
53	-3	12	1	2
54	-5	8	0	2
55	5	19	1	3
56	3	2	0	0
57	6	14	0	-5
58	-2	8	0	9
59	7	31	2	-1
60	5	-5	8	7
61	0	-8	4	-3
62	-9	1	1	-2
63	8	30	14	46*

# Full records, quoted from the list.
# O=S(=O)(c1cc(O)ccc1O)c1cccc2c(S(=O)(=O)c3cc(O)ccc3O)cccc12 is listed with Bcl-xL primary = 9; Yeast superoxide = 102; CIT2 TOR yeast = 93; MEX-5 binding = -3.5; AGP1-GFP MLPCN = 93; GLD-1 RNA inh = 8; VLA-4 inh = 30; GRK2 inh = 14; MCL1 BIM primary = 46*
# COc1ccc(OC)c(NC(=O)CCS(=O)(=O)c2cc3c(cc2C)NC(=O)CO3)c1 is listed with Bcl-xL primary = -1; Yeast superoxide = 117; CIT2 TOR yeast = 111; MEX-5 binding = -0.8; AGP1-GFP MLPCN = 103; GLD-1 RNA inh = 10; VLA-4 inh = 25; GRK2 inh = 0; MCL1 BIM primary = 5
# Cc1nnc(NC(=O)c2ccc(S(=O)(=O)C(F)F)cc2)s1 is listed with Bcl-xL primary = 0; Yeast superoxide = 99; CIT2 TOR yeast = 90; MEX-5 binding = 1.0; AGP1-GFP MLPCN = 102; GLD-1 RNA inh = -9; VLA-4 inh = 1; GRK2 inh = 1; MCL1 BIM primary = -2
